Source: PubChem BioAssay
MCF10A rerep: A quantitative high throughput screen for small molecules that induce DNA re-replication in MCF 10a normal breast cells; MCF 10A DNA re-replication, Hoechst nuclear intensity, 48 h; hit rate 2.9% among 350,000; Potency, µM (top dose mostly 46.1 µM), for the others: at the highest dose activity, positive = re-replication, actives largely listed as activators; AID 624296, 2012; further: potency means the concentration at half of the fitted maximal effect; % of control where 0% means no effect; nearly all actives have a fitted effect of over 50% in size
WRN helicase inh: qHTS for Inhibitors of WRN Helicase | Bifunctional 3'-5' exonuclease/ATP-dependent helicase WRN (Homo sapiens), Q14191 | WRN helicase unwinding, fluorescent forked duplex, kinetic | AID 651768, 2012 | hit rate 0.46% among 360,000 | Potency, µM (titrated, usually from 114 µM), for the others: at the highest dose activity change, negative = inhibition, most hits filed as inhibitors; further: potency means the concentration at half of the fitted maximal effect; on the % scale 0 is the no-effect control and ±100 the full control effect; nearly all actives have a fitted effect of over 55% in size
Target sequence (Q14191 whole entry, looked up): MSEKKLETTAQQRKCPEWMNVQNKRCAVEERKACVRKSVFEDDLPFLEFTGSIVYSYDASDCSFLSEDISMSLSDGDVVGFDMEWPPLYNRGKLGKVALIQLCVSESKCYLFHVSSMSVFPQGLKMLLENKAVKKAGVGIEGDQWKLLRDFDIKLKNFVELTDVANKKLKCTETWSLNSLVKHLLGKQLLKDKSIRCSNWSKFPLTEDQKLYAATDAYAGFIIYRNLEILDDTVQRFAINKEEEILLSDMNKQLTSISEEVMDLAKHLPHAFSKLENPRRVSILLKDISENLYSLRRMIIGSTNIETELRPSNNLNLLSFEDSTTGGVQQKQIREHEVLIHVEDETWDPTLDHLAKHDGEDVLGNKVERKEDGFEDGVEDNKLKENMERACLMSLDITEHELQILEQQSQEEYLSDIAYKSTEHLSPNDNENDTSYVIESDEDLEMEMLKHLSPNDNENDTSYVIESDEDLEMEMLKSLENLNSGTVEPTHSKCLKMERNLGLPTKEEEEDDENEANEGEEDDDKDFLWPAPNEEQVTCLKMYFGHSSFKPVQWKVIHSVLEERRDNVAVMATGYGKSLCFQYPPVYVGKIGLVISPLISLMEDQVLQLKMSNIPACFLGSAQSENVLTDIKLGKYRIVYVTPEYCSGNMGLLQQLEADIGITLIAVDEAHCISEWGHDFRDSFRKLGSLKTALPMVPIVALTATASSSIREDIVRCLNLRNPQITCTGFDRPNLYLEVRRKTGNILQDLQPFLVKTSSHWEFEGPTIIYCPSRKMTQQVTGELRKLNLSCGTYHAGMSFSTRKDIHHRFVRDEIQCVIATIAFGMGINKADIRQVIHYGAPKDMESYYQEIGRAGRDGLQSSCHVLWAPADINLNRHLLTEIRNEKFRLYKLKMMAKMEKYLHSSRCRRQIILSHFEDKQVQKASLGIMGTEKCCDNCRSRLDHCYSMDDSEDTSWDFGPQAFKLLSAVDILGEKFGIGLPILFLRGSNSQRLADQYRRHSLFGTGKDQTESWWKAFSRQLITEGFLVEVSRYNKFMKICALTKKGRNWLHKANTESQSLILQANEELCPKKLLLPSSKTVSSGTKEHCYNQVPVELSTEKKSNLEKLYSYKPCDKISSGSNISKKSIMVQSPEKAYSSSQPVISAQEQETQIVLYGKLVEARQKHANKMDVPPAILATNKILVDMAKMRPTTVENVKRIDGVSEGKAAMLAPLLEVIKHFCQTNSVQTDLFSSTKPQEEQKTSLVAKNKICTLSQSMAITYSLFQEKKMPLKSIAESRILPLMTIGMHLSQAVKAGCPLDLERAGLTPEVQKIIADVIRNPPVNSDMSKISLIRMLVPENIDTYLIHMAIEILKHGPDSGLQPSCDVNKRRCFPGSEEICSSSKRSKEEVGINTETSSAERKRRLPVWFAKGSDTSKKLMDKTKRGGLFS
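Fluorescence dequenching readout, ex 525 nm/em 598 nm, kinetic mode: forked duplex DNA (100 nM final) with adjacent fluorophore and quencher unwound by WRN (20 nM final) with 2 mM ATP. Compound preincubation 15 min, room temperature.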
HT1080 IDH1KD tx: qHTS for induction of synthetic lethality in tumor cells producing 2HG: qHTS for the HT-1080-IDH1KD cell line; HT-1080 IDH1 knockdown viability, ATP luminescence, 48 h; Potency, µM (titrated, usually from 46.1 µM), without a hit: at the top dose activity, negative = toxicity, hits mostly cytotoxic; hit rate 2% among 360,000; AID 686971, 2013;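 further: potency means the concentration at half of the fitted maximal effect; 0% = DMSO wells and -100% = cell-free medium wells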
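Cytotoxicity counter-line: IDH1KD HT-1080, 48 h, CellTiter-Glo. Curves classed by r2, magnitude and activity.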
HT1080-NT tox: qHTS for induction of synthetic lethality in tumor cells producing 2HG: qHTS for the HT-1080-NT fibrosarcoma cell line. HT-1080-NT fibrosarcoma viability, CellTiter-Glo ATP luminescence, 48 h. hit rate 1.6% among 360,000. Potency, µM (highest dose often 46.1 µM), for the others: at the top dose activity, negative = less viability, most hits filed as cytotoxic;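 further: NT is the 2HG producing partner of a matched IDH1 knockdown line; potency means the concentration at half of the fitted maximal effect; 0% = DMSO-treated cells and -100% = media-only wells without cells; nearly all actives have a fitted effect of over 55% in size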
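Luminescent CellTiter-Glo readout after 48 hours of compound exposure at 37 degrees C defined viability of HT-1080-NT cells. Activity was normalized to DMSO wells and cell-free media wells; concentration-response curves were fitted and assigned curve classes.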
KB-V1 cytotox: qHTS assay for MDR1-selective chemotherapeutics: Primary screen using the drug-selected MDR subline cells KB-V1 | Potency, µM (top dose mostly 46.1 µM), inactives show top-dose activity change, negative = cytotoxicity, usual class: cytotoxic | AID 1347076, 2019 | KB-V1 MDR cells viability, CellTiter-Glo, 72 h | hit rate 3.4% among 400,000; further: potency means the concentration at half of the fitted maximal effect; on the % scale 0 is the no-effect control and ±100 the full control effect; nearly all actives have a fitted effect of over 60% in size
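qHTS viability screen in drug-selected KB-V1 MDR cells: 72 h compound treatment at 37 degrees C, ATP luminescence end point.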
ATXN2 expr inh: Primary qHTS for Inhibitors of ATXN expression; AID 1745845, 2022; HEK-293 ATXN2-luciferase reporter, luminescence, 24 h; Potency, µM (top dose mostly 57 µM), without a hit: top-dose activity change, negative = inhibition, hits mostly inhibitors; hit rate 0.72% among 360,000; further: potency means the concentration at half of the fitted maximal effect; on the % scale 0 is the no-effect control and ±100 the full control effect; nearly all actives have a fitted effect of over 55% in size
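qHTS (up to 57 uM final) was run with 24 h compound exposure of reporter cells at 37 °C. Each well was multiplexed: SteadyGlo luminescence measured ATXN2-luciferase expression after a fluorogenic Gly-Phe-AFC viability readout (25 uM final).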
IL-1B inflam inh: qHTS for Inhibitors of Inflammasome Signaling: IL-1-beta AlphaLISA Primary Screen | THP-1 LPS/ATP IL-1B secretion, AlphaLISA, 16 h; hits give low values | activity change, % at 57.5 µM | hit rate 4.7% among 360,000 | AID 743279, 2014; in the data active means activity change below about -50%; inconclusive means mostly about -30% to -49%; further: on the % scale 0 is the no-effect control and ±100 the full control effect
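Secreted IL-1B measured by AlphaLISA bead assay after 16 h compound exposure of THP-1 cells; compounds (final up to 57.5 uM) added 1 h before LPS (250 ng/mL) and ATP (1.25 mM) stimulation; lower signal means less secretion.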
SW480 rerep: A quantitative high throughput screen for small molecules that induce DNA re-replication in SW480 colon adenocarcinoma cells; SW480 DNA re-replication, Hoechst DNA content imaging, 48 h; Potency, µM (titrated, usually from 46.1 µM), inactives show at the highest dose re-replication activation, usual class: activators; hit rate 1.8% among 340,000; AID 624297, 2012; further: potency means the concentration at half of the fitted maximal effect; % of control where 0% means no effect; nearly all actives have a fitted effect of over 55% in size
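Treated cells incubate 48 hr (37 C, 5% CO2), are stained 40 min with Hoechst, and nuclear fluorescence is enumerated; a rise in nuclei with high DNA signal marks re-replication.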
KB-3-1 tox: qHTS assay for MDR1-selective chemotherapeutics: Primary screen using the parental adenocarcinoma cell KB-3-1; AID 1347075, 2019; hit rate 1.4% among 400,000; Potency, µM (series often up to 46.1 µM), for inactives: at the top dose activity change, negative = cytotoxic, most hits filed as cytotoxic; KB-3-1 viability, CellTiter-Glo ATP luminescence, 72 h; further: potency means the concentration at half of the fitted maximal effect; on the % scale 0 is the no-effect control and ±100 the full control effect; nearly all actives have a fitted effect of over 60% in size
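Cytotoxicity in the drug-sensitive parental line KB-3-1 was scored as loss of CellTiter-Glo luminescence following 72 h incubation with compound. Values come from curve fitting of normalized concentration-response data.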
Starred values were filed as active, the others as inactive; ? = inconclusive; / = no result given; & = joins results of further samples; [ ] = another dose, or the depositor's remark. Unless noted, the call rests on the fitted dose curve; in most records, active means well fitted curve in the direction sought with a large enough effect; inconclusive means small, poorly fitted or top-dose-only effect, or another doubt; inactive means no such curve, though single readings can be large; an effect the other way counts as inactive or inconclusive. An unsorted share of the library. About 12% of those tested had a hit in this group.

SMILES,WRN helicase inh,HT1080 IDH1KD tx,MCF10A rerep,KB-3-1 tox,HT1080-NT tox,IL-1B inflam inh,KB-V1 cytotox,ATXN2 expr inh,SW480 rerep
CCCCCCN1C[C@H](n2cc(C3CC3)nn2)[C@@H](O)C[C@@H]1c1ccc(OC)cc1,-4%,2%,/,-3%,-1%,3,9%,?,/
CCN1CCN(CC(=O)c2c[nH]c3ccccc23)CC1,-2%,-5%,5%,0%,-4%,3,-15%,-1%,-2%
Cc1noc(NC(=O)c2ccccc2Cl)c1C#N,11%,15%,0%,1%,0%,17,3%,-2%,-3%
CC(C)Cc1nn2c(=O)cc(CSCC(=O)Nc3ccccc3F)nc2s1,12%,23%,-2%,1%,1%,10,?,9%,-1%
CN(C)c1ccc(Sc2ccc3nc(N)nc(N)c3c2)cc1,-24%,1.6µM*,/,8.2µM*,2.3µM*,-15,8.2µM*,/,/
CCN(CC)C1=NC=CC(c2ccccc2)=CC1C (stereo not drawn),-12%,-1%,5%,0%,2%,-10,3%,-5%,-6%
COc1cc(NC(=S)NCc2ccc(S(N)(=O)=O)cc2)c(OC)cc1Cl,-15%,1%,2%,-4%,0%,-11,5%,4%,/
Cc1nc(NCCN2CCOCC2)c2nnn(Cc3ccccc3Cl)c2n1,5%,-1%,1%,-11%,13%,-2,6.5µM*,1%,2%
O=C(NC(=S)Nc1ccc2c(c1)OCCO2)c1cccc2ccccc12,-6%,2%,17%,0%,4%,-21,29%,8%,5%
CCOC(=O)Cc1csc(NC(=O)COC(=O)/C=C/c2ccc(OC)cc2)n1,3%,0%,?,-10%,-3%,3,0%,-13%,-7%
CSc1ncc(C(=O)Nc2ccc(Br)cn2)c(C)n1,-3%,-26%,?,?,-21%,46,-2%,7%,?
COc1ccc2cc(CN(CC3CCCO3)C(=S)Nc3ccccc3)c(=O)[nH]c2c1 (stereo not drawn),4%,15µM*,13µM*,5.8µM*,26µM*,?,21µM*,-29%,16µM*
O=C(/C=C/c1ccccc1)NC(=S)N1CCSCC1,6%,?,-6%,0%,20%,27,7%,5%,-3%
COC(=O)c1ccc(N2C(=O)C3CC(C)=C(C)CC3C2=O)cc1 (stereo not drawn),-1%,15%,16%,-1%,-9%,24,-7%,-7%,-5%
Cc1ccc(C(=O)N2CCCc3ccccc32)c(Cl)c1,5%,1%,/,-24%,-1%,64,?,/,/
COc1ccc(CCNS(=O)(=O)c2cnc(Cl)c(Br)c2)cc1OC,3%,-4%,?,28%,30%,0,-9%,/,?
Cc1ccc(OCC(=O)N/N=C/c2ccncc2)cc1,-19%,11%,-7%,3%,9%,-8,?,0%,-6%
COc1cc(C)nc(Oc2ccc(=O)[nH]n2)n1,-12%,6%,-2%,9%,11%,-7,11%,4%,-6%
COC(=O)C(NC(C)=O)(Nc1ccccn1)C(F)(F)F (stereo not drawn),9%,-1%,-2%,3%,14%,0,16%,/,-8%
COC(=O)c1cccc(NC(=O)C2CCCN2C(=O)c2cccs2)c1 (stereo not drawn),0%,0%,-2%,1%,1%,-7,-7%,-17%,1%
Cc1ccccc1NC(=O)CCOc1ccccc1,6%,13%,-2%,-6%,12%,-5,16%,/,-14%
O=C(CSc1nnc(-c2ccccc2)n1-c1ccccc1)c1cccs1,-12%,-2%,?,-1%,-2%,-23,21µM*,-7%,0%
O=C(Cn1cnc2c(nnn2-c2cccc(Cl)c2)c1=O)N1CCOCC1,-10%,-8%,-1%,4%,-4%,-8,7%,-11%,-3%
Cc1ccc(O)c(NC(=O)C2=CC(c3cccs3)=NS(=O)(=O)N2C)c1,-1%,8%,1%,-11%&1%,2%,7,-3%&10%,-17%&11%,-4%
CCCCOC(=O)Sc1nc2ccccc2o1,-19%,-1%,8%,-11%,1%,-10,-16%,-13%,-3%
Cc1ccc(C(=O)NCC(=O)N2CCN(c3cccc(Cl)c3)CC2)s1,14%,-2%,24%,-5%,-16%,-10,-17%,-7%,11%
O=c1ccn(-c2cccc(C(F)(F)F)c2)nc1-c1ccn(-c2ccccc2F)n1,1%,-13%,1%,4%,-2%,-16,?,0%,-5%
COCCNS(=O)(=O)c1cc(F)ccc1OC,11%,13%,1%,-5%,12%,13,0%,-4%,2%
O=C(Cn1c(C(F)(F)F)nc2ccccc21)OCC(=O)c1c[nH]c2ccccc12,-5%,-3%,0%,-3%,1%,0,-5%,6%,?
CCc1ccc(OCC(=O)NC(=S)Nc2ccc(S(=O)(=O)NC3CCCCC3)cc2)cc1,-12%,-1%,28%,17%,-1%,-12,35%,-11%,-1%

(cont.)
SMILES,WRN helicase inh,HT1080 IDH1KD tx,MCF10A rerep,KB-3-1 tox,HT1080-NT tox,IL-1B inflam inh,KB-V1 cytotox,ATXN2 expr inh,SW480 rerep
CC1(C)SC2c3ccccc3C(=O)N2[C@@H]1C(=O)NC1CC1 (stereo partly drawn),-1%[57.1 µM],3%,-3%,-8%,8%,-6,-12%,-4%,-23%
Cc1ccccc1OCC(=O)NNC=O,-4%,13%,9%[9.22 µM],10%,20%,0,-3%,-9%,-41%[inhibitor]
Cc1cc(C)c(S(=O)(=O)N2CCN(C3CC(=O)N(c4ccccc4Cl)C3=O)CC2)c(C)c1 (stereo not drawn),-5%,-2%,-7%,0%,-6%,11,22%,-8%,16%
CC#CCN1c2ccccc2[C@]23C[C@@H](C(=O)OC)N(C(=O)NCCBr)C2=NC(C(=O)OC)=C(C(=O)OC)[C@H]13,0%,6%,25%,5%,0%,10,-13%,10%,1%
CCNC(=O)CC1C(=O)N(c2cccc(C)c2)C(=O)N1CCC(C)C (stereo not drawn),15%,12%,-8%,17%,14%,11,-1%,9%,-2%
CCN(C[C@H]1N[C@@](Cc2ccccc2)(C(=O)OC)[C@H]2C(=O)N(C)C(=O)[C@@H]12)C(=O)NC(C)C,0%,7%,-1%,0%,9%,14,0%,8%,8%
Nc1nc(-c2ccccc2)cn1/N=C/c1ccccc1,2%,?,?,-2%,?,?,1%,31%[activator],?
Cc1cc(C(=O)OCC(=O)c2cccc([N+](=O)[O-])c2)c2ccccc2n1,-2%,7%,0%,7%,-2%,40,8%,6%,-8%
O=C1CS/C(=C\S(=O)(=O)c2ccc(Cl)cc2)N1,-14%,13%,-3%,-20%,6%,-26,8%,4%,14%
O=c1c2ccccc2sn1-c1cc(S(=O)(=O)N2CCOCC2)ccc1N1CCCC1,-24%,?,?,-11%,?,-107*,-26%,-12%,?
COc1ccc(C2CC(c3cccs3)=Nc3ccccc3S2)cc1 (stereo not drawn),-4%,-6%,20%,?,?,-7,-14%,22%,24%
O=C(NCC1CCCO1)c1cccc(Oc2ccccc2)c1 (stereo not drawn),8%,1%,4%,13%,-3%,12,10%,18%,-2%
O=C1N(c2ccccc2)C[C@@H]2C[C@@H](c3cccc4c3OCO4)N3CCC[C@@]123,-2%,20%,0%,-15%,12%,-3,-16%,-22%,6%
CC(=O)N(NC(=O)c1ccccc1Cl)C1CC(=O)N(c2ccc(C)cc2)C1=O (stereo not drawn),-2%,20%,16µM*,-1%,2%,16,-5%,3%,18%
CCOC(=O)CNC(=O)Nc1cc(C(C)(C)C)nn1-c1ccccc1,-6%,15%,0%,-3%,6%,-3,0%,-11%,-7%
CCOC(=O)N1CCC(Nc2nc3ccccc3n3cnnc23)CC1,0%,11%,27%,23%,18%,21,-16%,9%,-10%
Cc1c(Cc2ccccc2)c(=O)oc2c(C)c(OCC(=O)NCc3ccccn3)ccc12,6%,-13%,-1%,-1%,13%,1,-13%,-5%,0%
Nc1cc(S(=O)(=O)C(F)(F)F)ccc1C(=O)O,-6%,-6%,0%,6%,-4%,14,16%,4%,0%
CCOC(=O)Cc1csc(NC(=O)CCCCCN2C(=O)c3ccccc3C2=O)n1,-9%,6%,?,-3%,5%,-56*,?,6%,?
COc1ccc(CCNC(=O)COC(=O)COc2ccc(C#N)cc2)cc1,0%[57.1 µM],12%,-28%,-1%,11%,-2,?,-14%[11.3 µM],1%
